From PubChem BioAssay
CXCR6 inh: CXCR6 receptor inhibitors, primary screen, cell-based, beta-arrestin, luminescence, CHO-K1 PathHunter, 1536-well; C-X-C chemokine receptor type 6 (Homo sapiens), O00574; inhibition, % at 20 µM; 0.36% of 360,000 active; AID 602244, 2012; in the data active means inhibition above about 34%, passing the limit was not always enough;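 further: antagonist mode with CXCL16 agonist at 10 nM final; 0% = 10 nM CXCL16 with DMSO and 100% = unstimulated wells without agonist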
Target sequence (O00574 whole entry, looked up): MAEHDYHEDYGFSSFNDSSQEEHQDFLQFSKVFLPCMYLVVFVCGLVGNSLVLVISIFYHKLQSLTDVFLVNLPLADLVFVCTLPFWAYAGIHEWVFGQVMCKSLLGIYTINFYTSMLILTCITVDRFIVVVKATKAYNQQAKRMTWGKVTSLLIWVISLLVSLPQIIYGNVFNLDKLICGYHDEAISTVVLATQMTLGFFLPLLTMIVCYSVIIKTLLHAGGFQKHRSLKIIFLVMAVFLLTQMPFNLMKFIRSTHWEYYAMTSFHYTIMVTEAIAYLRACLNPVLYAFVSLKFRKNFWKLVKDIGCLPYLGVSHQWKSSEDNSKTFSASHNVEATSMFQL
* hit, by the source's call.

cpd | SMILES | CXCR6 inh
1 | O=C(Nc1cccc(OC(F)(F)F)c1)C1Cc2c(-c3ccco3)ccnc2O1 (stereo unspecified) | 4
2 | Nc1ccn([C@@H]2O[C@H](CNCc3ccc(-c4cc(C(F)(F)F)ccc4Cl)o3)[C@@H](O)[C@H]2O)c(=O)n1 | -7
3 | CCOC(=O)[C@@H]1CSCCS(=O)(=O)N1Cc1ccccc1Br | 4
4 | CCC(=O)Nc1ccc(S(=O)(=O)NC[C@H]2O[C@@H](n3cc(C)c(=O)[nH]c3=O)C[C@@H]2O)cc1 | 0
5 | O=C(NCc1ccco1)c1cccc2c(-c3ccc(F)c(F)c3)coc12 | 4
6 | CC12CCC(=O)N1C(C(=O)Nc1ccccc1N1CCCC1)CS2 (stereo unspecified) | 3
7 | COc1ccccc1C=NN=C(NN=Cc1ccccc1OC)NN=Cc1ccccc1OC | -4
8 | N#CCC(=O)Nc1ccc(C(=O)OC(C(=O)Nc2ccc([N+](=O)[O-])cc2Br)c2ccccc2)cc1 (stereo unspecified) | -11
9 | CCN(C(=O)CSc1nc2cc(C(=O)O)ccc2c(=O)n1-c1ccccc1F)C1CCS(=O)(=O)C1 (stereo unspecified) | 5
10 | COc1ccc(OCCN2CCC(C(=O)NC(c3ccc(Cl)cc3)c3cccnc3)CC2)cc1 (stereo unspecified) | 9
11 | O=C(NCC1CCCCC1)c1cc(-c2cc(F)ccc2OCC2CCCO2)n[nH]1 (stereo unspecified) | 10
12 | COc1ccccc1-c1ccc2c(c1)C(C)(Cc1cccc(F)c1)C(=O)N2 (stereo unspecified) | 7
13 | COc1cc(C)ccc1S(=O)(=O)NC(=O)C1(C)CCN1C(=O)Cc1ccc(C(C)(C)C)cc1 (stereo unspecified) | 4
14 | CC(=O)OCC=C1CCC2C3CC(C)C4=CC(=O)CCC4(C)C3C(O)CC12C (stereo unspecified) | -6
15 | C[C@@H](NC(=O)[C@@H]1CCCN1C(=O)[C@@H]1CCCN1)c1ccccc1 | -4
16 | Cc1ccc(NS(=O)(=O)c2ccc(C(=O)OCC(=O)Nc3cc(C)on3)cc2)cc1 | 3
17 | O=C(Nc1ccc(Oc2ccccc2)cc1)c1ccc2sc([C@H]3C[C@H](O)[C@@H](CO)O3)nc2c1 | -18
18 | O=NN(CC(=O)NNc1ccccc1)CC(=O)NNc1ccccc1 | 0
19 | CN(C(=O)COC(=O)c1ccc(Cl)c(S(=O)(=O)NCc2ccccc2)c1)C1CCS(=O)(=O)C1 (stereo unspecified) | 11
20 | NC(=NCc1ccccc1)C(N=Nc1ccccc1)C(=O)NCc1ccccc1 (stereo unspecified) | -5
21 | O=C1c2ccccc2C(=O)N1c1nccs1 | 7
22 | CC(=O)c1sc2c(c1OC(=O)c1ccc(Cl)cc1)c(=O)n(-c1ccccc1)c(=S)n2-c1ccccc1 | 8
23 | OC(c1ccccc1)c1nc(-c2ccc(Cl)cc2)cs1 (stereo unspecified) | 3
24 | CC[n+]1ccc(C[n+]2ccccc2)c2ccccc21 | 2
25 | Clc1cccc(CNc2ccn3nc(-c4ccccc4)cc3n2)c1 | -6
26 | CN(C)CCNCCCNc1c2ccccc2nc2cccc([N+](=O)[O-])c12 | -15
27 | CCNC(=O)C1(C)CCN(C(=O)c2cc(F)cc(F)c2)C1 (stereo unspecified) | 4
28 | CCOC(=O)C1=C[C@@H](CC)N(S(=O)(=O)c2ccc([N+](=O)[O-])cc2)[C@H]1c1ccccc1 | -12
29 | COc1cccc(CNC(=O)[C@@H]2CCCN2C(=O)[C@H]2CCCCN2)c1 | -2
30 | CCCCn1c(NCc2ccc(OC)cc2O)nc2ccccc21 | 2
31 | CCOC(=O)C1CC2=C(CCCC2=O)N(Cc2ccccc2)C1=O (stereo unspecified) | -7
32 | COc1ccc(/C=N/n2c(SC)nnc2-c2ccccc2)c(OC)c1OC | 1
33 | O=C(CSc1nc2c(cnn2-c2ccc(F)cc2)c(=O)[nH]1)N1N=C(c2cccs2)CC1c1ccc(F)cc1 (stereo unspecified) | 5
34 | CC1=NOC(=O)/C1=C\c1ccc(-c2ccccc2Br)o1 | 40
35 | CCCNC(=O)c1cc2c(c(-c3cccc(-c4ccc(F)cc4)c3)n1)[C@@H](CCO)N(S(=O)C(C)(C)C)C2 (stereo partly specified) | -1
36 | CSc1ccc(CN2CCC2(C)C(=O)Nc2cnc3ccccc3c2)cc1 (stereo unspecified) | -1
37 | CN1OC[C@@H]2CN(Cc3cc(Cl)cc(Cl)c3)[C@H](c3cccc(-c4ccc(C#N)cc4)c3)C[C@@H]21 | 10
38 | O=C(C1CC(=O)N(c2ccc3c(c2)OCCO3)C1)N1CCN(S(=O)(=O)c2ccccc2F)CC1 (stereo unspecified) | -2
39 | CCc1ccc([C@H]2[C@@H]3C(=O)C[C@@H]4C(=O)N(C)C(=O)[C@@H]4[C@@H]3CN2S(=O)(=O)c2ccc(C)cc2)cc1 | -7
40 | CC(C)(C)C(=O)c1c(N)[nH]c(C(=O)c2ccccc2)c1-c1ccccc1Br | 5
41 | CCOC(=O)N1CCN(C(=O)C[C@@H]2C[C@@]3(C(=O)OC)CCCCC=C3N(Cc3ccco3)C2=O)CC1 | -4
42 | O=c1[nH]c2nc(Cl)nc(Cl)c2[nH]1 | -7
43 | COc1ccc(C(=O)Cn2c(NCCCO)nc3ccccc32)cc1 | 0
44 | COc1ccccc1NS(=O)(=O)c1cccc(C(=O)NCC(c2cccs2)N(C)C)c1 (stereo unspecified) | 3
45 | COC(=O)c1ccc(N2C(c3ccsc3)=Cc3cc4c(cc3C2CC(=O)c2ccco2)OCO4)cc1 (stereo unspecified) | 2
46 | COc1ccccc1Cc1c(-c2ccco2)nc2c(C)cc(Br)cn12 | 11
47 | CCCCn1nnnc1C(c1cc2ccccc2o1)N1CCN(C(=O)OCC)CC1 (stereo unspecified) | -4
48 | COc1cccc(C(=O)NCC[N+](C)(C)C)c1 | 1
49 | S=C(NCCc1ccccc1)Nc1ncccn1 | 1
50 | N=C1c2ccccc2-c2ccccc21 | -4
51 | C[C@H]1CN([C@@H](C)CO)C(=O)c2cc(Br)cnc2O[C@@H]1CN(C)C(=O)CN(C)C | -1
52 | Clc1cccc(-c2nc3ccc(Cl)cn3c2Cc2ccccc2)c1 | 8
53 | Cc1nc([N+](=O)[O-])c(Br)n1CC(=O)c1ccc(F)cc1 | 0
54 | CN1c2ccccc2N(C)C1(C)c1ccccc1 | -3
55 | CCc1ccc([C@H]2[C@@H]3C(=O)C[C@@H]4C(=O)N(CC)C(=O)[C@@H]4[C@@H]3CN2S(=O)(=O)c2ccc(C)cc2)cc1 | -1
56 | COc1ccc(OCc2cn(CC(=O)c3ccc(O)cc3)nn2)cc1 | 25

Next results:
cpd | SMILES | CXCR6 inh
57 | COc1ccc(NC(=O)/C(Cl)=C(/Cl)S(=O)(=O)Cc2ccccc2)cn1 | 34
58 | COCCNC(=O)C1CCCN(C(=O)COCc2ccccc2)CC1 (stereo unspecified) | -7
59 | COc1ccc(-c2csc(C(C)(O)c3cccc(F)c3)n2)cc1 (stereo unspecified) | -1
60 | COc1ccc(Cl)cc1CNC[C@H]1O[C@@H](n2cnc3c(=O)[nH]c(N)nc32)[C@H](O)[C@@H]1O | -1
61 | Cc1ccc(N=Nc2c(O)ccc3n[nH]nc23)cc1 | 36
62 | COc1ccc(CN2C[C@@H](CO)O[C@@H](n3cnc4c(N5CCCC5)ncnc43)C2)cc1 | -5
63 | COc1ccc(C=C(C(=O)O)c2ccc(OC)cc2)cc1 | 10
64 | CCCCC(=O)N(C)c1c(C)nc2ccc(C(=O)N3CCCCC3)cn12 | 2
65 | CCC(=NNS(=O)(=O)c1ccc(C)cc1)c1ccccc1 | -7
66 | Cc1cc(NC(=O)Cc2csc(-c3ccccc3)n2)ccc1Br | -1
67 | CCOC(=O)C1=CCN(S(=O)(=O)c2ccccc2F)C1c1cccc(Cl)c1 (stereo unspecified) | 4
68 | Nc1ccn([C@@H]2O[C@H](C(=O)N[C@H](CO)c3ccccc3)[C@@H](O)[C@H]2O)c(=O)n1 | 1
69 | C=CS(=O)(=O)c1sc(Cl)c(N2CCOCC2)c1[N+](=O)[O-] | 7
70 | c1ccc2ncc(-n3ccnc3)cc2c1 | -5
71 | COc1ccc(OCC(=O)NCc2nc(-c3ccccc3)no2)cc1 | -4
72 | O=C1OC(c2cccs2)=N/C1=C\c1ccc(-c2ccccc2Cl)o1 | 8

For reference, part of the list above:
cpd | SMILES | CXCR6 inh
69 | C=CS(=O)(=O)c1sc(Cl)c(N2CCOCC2)c1[N+](=O)[O-] | 7
70 | c1ccc2ncc(-n3ccnc3)cc2c1 | -5
71 | COc1ccc(OCC(=O)NCc2nc(-c3ccccc3)no2)cc1 | -4
72 | O=C1OC(c2cccs2)=N/C1=C\c1ccc(-c2ccccc2Cl)o1 | 8

The results go on:
cpd | SMILES | CXCR6 inh
73 | COc1ccc(NC(=O)N(C)C[C@H]2OCCCC[C@@H](C)Oc3ccc(NC(=O)c4ccccc4)cc3C(=O)N([C@H](C)CO)C[C@@H]2C)cc1 | 4
74 | O=C(CN1CCN(S(=O)(=O)c2ccc(Br)s2)CC1)N1CCc2ccccc21 | -14
75 | CC1(C(=O)NS(=O)(=O)c2cccs2)CCN1C(=O)C1(c2ccc(Cl)cc2)CC1 (stereo unspecified) | -2
76 | Cc1ccc(NC(=O)C2(C)CCN2C(=O)CC(c2ccccc2)c2ccccc2)cc1 (stereo unspecified) | 12
77 | CC(=O)OC1(C)C=Cc2ccccc2C1=NS(=O)(=O)c1ccccc1 (stereo unspecified) | -18
78 | O=c1[nH]cnc2scc(-c3ccc(-c4ccccc4)cc3)c12 | -8
79 | CN(C)Cc1c(OC(=O)c2ccc(N)cc2)ccc2ccccc12 | -6
80 | C[C@H](O)CNC(=O)c1[nH]cnc1C(=O)N[C@@H](C)c1ccccc1 | 11
81 | C[C@H]1CN([C@@H](C)CO)C(=O)CCCn2nncc2CO[C@@H]1CN(C)Cc1ccccc1C(F)(F)F | 39*
82 | COc1c(C=NNC(N)=O)c(OC)c(OC)c2c1CCO2 | -4
83 | CC(C)C12NC(=O)NC(=O)N1CCS2 (stereo unspecified) | 4
84 | COc1ccccc1N1CCN(C(=O)c2ccc3ncsc3c2)CC1 | 5
85 | CCCCCCN1C[C@@H](n2cc(COC(=O)c3ccccc3)nn2)[C@H](O)C[C@@H]1c1ccc(OC)cc1 | 0
86 | O=C(NCCC1=CCCCC1)C1CCN(S(=O)(=O)c2ccc(-n3cnnn3)cc2)CC1 | 0
87 | CC(C)C[C@H]1CNC(=S)N1CC1CCCN1C[C@H](Cc1ccc(O)cc1)N1C[C@H](Cc2ccccc2)N(CC2CCCCCC2)C1=S (stereo partly specified) | 6
88 | Clc1ccc2nc(-c3ccccc3)c(Cc3ccccc3)n2c1 | 4
89 | Cc1cccc(C)c1NC(=O)CN1CCc2ccccc2C1 | 0
90 | COc1ccc(NC(=O)C2(C)CCN2C(=O)CC2CCCC2)cc1OC (stereo unspecified) | -4
91 | C#CCN(C[C@@H]1[C@@H](OC(=O)NCC2CCCCC2)[C@@H](OC(=O)NCC2CCCCC2)Cn2c(=O)n(CCCCCC)c(=O)n21)S(=O)(=O)c1ccc(C)cc1 | 4
92 | COc1ccc(/C=C/c2cc(O)cc(OC3OC(CO)C(O)C(O)C3O)c2)cc1 (stereo unspecified) | 0
93 | COc1ccc(-c2ccc(CN3C(C)C(=O)N(Cc4cn(CC5CCCCC5)nn4)CCS3(=O)=O)cc2)cc1 (stereo unspecified) | -1
94 | OC(c1ccc(Cl)c(Cl)c1)c1ncc(-c2cccc(F)c2)[nH]1 (stereo unspecified) | -10
95 | Cc1ccccc1C(=O)Nc1ccc(S(=O)(=O)NCC2CCCO2)cc1 (stereo unspecified) | -2
96 | O=C(NCCN1CCC(n2c(=O)[nH]c3ccccc32)CC1)c1ccc(F)c(C(F)(F)F)c1 | 0
97 | CCOC(=O)C1=CCN(S(=O)(=O)c2ccccc2C)C1c1cccc(C)c1 (stereo unspecified) | 4
98 | COc1ccc(-c2cc(C(F)(F)F)n3nc(C(=O)N4CCOCC4)nc3n2)cc1 | 0
99 | CC(C)(C)OC(=O)N(CCc1ccccc1)Cc1ccc(OCc2cccc(NC(=O)C3CCCC3)c2)cc1 | 0
100 | O[C@@H]1CN(C2CCN(Cc3ccccc3)CC2)CC[C@H]1N1CCCCCC1 | 1
101 | CCn1c2ccccc2c2cc(NC(=O)N3CCCCC3)ccc21 | -8
102 | Cc1cccc(-n2c(=S)[nH]c3c(oc4ccccc43)c2=O)c1 | 9
103 | Cc1cc(Nc2ncc(Cl)cc2Cl)n(-c2ccccn2)n1 | 7
104 | Cc1ccc(S(=O)(=O)N(C)C[C@H]2OCCCC[C@H](C)Oc3ccc(NC(=O)Nc4cccc5ccccc45)cc3C(=O)N([C@@H](C)CO)C[C@H]2C)cc1 | 0

Given with each value named: entries from further up.
99	CC(C)(C)OC(=O)N(CCc1ccccc1)Cc1ccc(OCc2cccc(NC(=O)C3CCCC3)c2)cc1
  CXCR6 inh: 0
101	CCn1c2ccccc2c2cc(NC(=O)N3CCCCC3)ccc21
  CXCR6 inh: -8

Following part:
cpd | SMILES | CXCR6 inh
105 | NNC(=O)c1oc2nc(-c3ccc(Cl)cc3)cc(-c3ccccc3)c2c1N | 14
106 | Cc1noc(C)c1COc1ccc(C(=O)N2CCN(S(=O)(=O)c3ccc(F)cc3)CC2)cc1 | 4
107 | Cc1cc(C(=O)N2CCC(C)(C(=O)NS(=O)(=O)C3CC3)C2)n(C(C)(C)C)n1 (stereo unspecified) | -4
108 | Cc1nc2nc3c(cn2n1)C(=O)CC(c1ccccc1)C3 (stereo unspecified) | -2
109 | CCc1nc2c(OCc3ccc(F)c(F)c3)cccn2c1N(C)C(=O)c1ccncc1 | 0
110 | COc1cc(CN2CCC(C(=O)NC(c3ccccc3)c3ccsc3)CC2)cc(OC)c1 (stereo unspecified) | 9
111 | COc1ccc(-c2n[nH]nc2C2=CC(=O)CC(C)(C)C2)cc1 | -7
112 | COC(=O)c1ccc2nc(-c3ccccc3)c(Cc3ccc(OC)cc3C)n2c1 | 7
113 | Cc1ccc(F)c(S(=O)(=O)NC(=O)C2(C)CCN2C(=O)c2ccccc2)c1 (stereo unspecified) | 0
114 | O=C(Nc1nccs1)c1cnc2sccn2c1=O | 1

Not all compounds are listed; the hit share may differ from the screen's.
